Assay outcomes from PubChem BioAssay.
PrPC surface inh: reduces human prion protein on the cell surface; P04156; cell surface PrPC, TR-FRET read-out; inhibition, % at 13.8 µM; 0.43% of 370,000 active; AID 720596; in the data active means inhibition above about 24%; further: 0% = median of the test wells and 100% = reference compound wells
BoNT-A LC inh2: blocks Botulinum neurotoxin A light chain protease | AID 588499 | 0.17% of 360,000 active | multiplex microsphere protease substrate cleavage, flow cytometry | inhibition, % at 10 µM; further: plate controls were buffer without enzyme for full effect and enzyme alone for no effect
CCHF vOTU inh: blocks the CCHF virus ovarian tumor domain protease; CCHFV vOTU protease, Pep-AMC fluorescence; inhibition, % at 11.5 µM; 0.55% of 370,000 active; AID 651958; in the data active means inhibition above about 30%; further: 0% = vehicle wells with enzyme and 100% = no enzyme wells
Y pestis TopoI: Y. pestis Topo-I inhibition via cleavage products; AID 504884; activity, % at 10 µM; Y. pestis Topo-I cleavage product accumulation, plate reader; 0.064% of 360,000 active; in the data active means activity above about 50%, passing the limit was not always enough; inconclusive means no clear call, values can overlap the other calls; further: inactives centre near 2
BoNT F protease: BoNT F light chain protease inhibition; Multiplex microsphere protease cleavage assay, flow cytometry; inhibition, % at 10 µM; 0.22% of 360,000 active; in the data active means inhibition above about 35%, passing the limit was not always enough; inconclusive means no clear call, values can overlap the other calls; further: plate controls were buffer without enzyme for full effect and enzyme alone for no effect
FadD28 FP inh: inhibitors of Mycobacterium tuberculosis FadD28 bisubstrate binding. FadD28 bisubstrate probe binding, fluorescence polarization. inhibition, % at 12.5 µM. 0.22% of 360,000 active; in the data active means inhibition above about 8.5%, passing the limit was not always enough; inconclusive means no clear call, values can overlap the other calls
Anthrax LF prot: blocks Bacillus anthracis lethal factor protease; 0.12% of 360,000 active; inhibition, % at 10 µM; multiplex microsphere protease cleavage assay, LF; further: plate controls were buffer without enzyme for full effect and enzyme alone for no effect
Target sequence (P15917 whole entry, looked up): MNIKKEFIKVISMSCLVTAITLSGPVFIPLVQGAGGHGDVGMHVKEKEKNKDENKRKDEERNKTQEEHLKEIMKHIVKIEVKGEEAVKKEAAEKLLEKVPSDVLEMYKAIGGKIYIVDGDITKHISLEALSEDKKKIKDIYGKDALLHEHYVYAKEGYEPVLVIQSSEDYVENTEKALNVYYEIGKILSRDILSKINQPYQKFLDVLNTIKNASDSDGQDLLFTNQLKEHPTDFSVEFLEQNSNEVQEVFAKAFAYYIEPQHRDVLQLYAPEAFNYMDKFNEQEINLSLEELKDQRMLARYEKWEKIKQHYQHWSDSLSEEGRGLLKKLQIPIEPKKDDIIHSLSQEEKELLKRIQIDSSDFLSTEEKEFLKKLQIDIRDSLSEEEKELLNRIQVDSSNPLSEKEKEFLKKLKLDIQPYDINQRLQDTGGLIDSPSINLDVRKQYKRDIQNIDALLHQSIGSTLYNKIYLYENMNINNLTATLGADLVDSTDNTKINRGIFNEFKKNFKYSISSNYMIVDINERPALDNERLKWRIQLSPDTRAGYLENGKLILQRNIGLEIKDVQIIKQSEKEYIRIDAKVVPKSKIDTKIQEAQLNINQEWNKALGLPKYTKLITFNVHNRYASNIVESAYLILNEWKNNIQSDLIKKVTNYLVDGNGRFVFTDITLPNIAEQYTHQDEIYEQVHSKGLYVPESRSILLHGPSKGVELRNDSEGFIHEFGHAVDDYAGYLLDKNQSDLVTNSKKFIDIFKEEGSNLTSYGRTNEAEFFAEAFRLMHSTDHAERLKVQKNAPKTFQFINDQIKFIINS
TcdB GH inh: inhibitors of Clostridioides difficile toxin B glycohydrolase. P18177. TcdB glycohydrolase enzymatic assay, plate reader. inhibition, % at 9.99 µM. 0.24% of 350,000 active. AID 652162; in the data active means inhibition above about 10%
PfHsp40 rescue: restores yeast growth despite PfHsp40 toxicity | 0.68% of 340,000 active | S. cerevisiae expressing PfHsp40, growth rescue, ATP luminescence | AID 504582 | growth rescue, % at 12.5 µM; in the data active means growth rescue above about 28%, passing the limit was not always enough; inconclusive means no clear call, values can overlap the other calls;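 further: yeast W303a lacking pdr1 and pdr3 grown in galactose medium; growth measured after three days at 30 °C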
Active calls of the source: *; u = inconclusive; x = not tested or not shown. Unless noted, no stated cut-off is given here; in the data, active means inhibition above about 30%; inconclusive means no clear call, values can overlap the other calls; inactive means below that.

molecule,PrPC surface inh,BoNT-A LC inh2,CCHF vOTU inh,Y pestis TopoI,BoNT F protease,FadD28 FP inh,Anthrax LF prot,TcdB GH inh,PfHsp40 rescue
CC(C)(C)c1cc[n+](/C(C(=S)Nc2ccccc2F)=C(/[O-])c2ccc3c(c2)OCCO3)cc1,-0.6,12.5,6.0,8.1,-2.1,-3.3,5.8,1.7,-1.1
COc1ccc(C(=O)OCC(=O)c2ccc(CNC(C)=O)s2)cc1,0.6,-0.8,-0.3,4.9,-11.8,0.7,-0.7,-0.8,-0.8
CCC(C)(C)C1CCc2c(sc(NC(=O)c3cccs3)c2C(N)=O)C1 (stereo not given),4.2,0.0,1.1,0.9,-5.0,-2.1,-3.2,0.5,0.3
Cn1c(NCCOc2ccccc2Cl)nc2cc(-c3ccc(F)cc3)sc2c1=O,4.6,0.4,2.1,-1.1,2.9,-1.1,-1.4,1.0,x
COCCNC(=O)Cn1nc(C(F)(F)F)c(Cl)c1C,1.9,0.8,4.4,-2.5,6.9,1.2,0.9,x,0.2
COCc1cc(/C=N\NC(=O)COc2ccccc2)ccc1OC,4.9,0.3,-8.8,5.2,2.2,-1.8,-0.5,-3.4,-0.2
Cc1nn(C)c(C(=O)N/N=C/c2ccccn2)c1[N+](=O)[O-],-3.3,-0.7,12.2,0.7,-12.5,-3.2,-4.7,-1.5,-0.1
COc1ccc(CN2CCN(S(=O)(=O)c3ccc(C)cc3)CC2)cc1Br,3.2,-1.1,3.8,33.0,-1.0,0.3,-6.5,x,-0.7
O=C(CN1CCN(c2ccccn2)CC1)Nc1cc(F)ccc1F,-1.6,-2.3,2.1,1.7,-21.5,-0.9,16.7,1.2,-0.6
O=C1CCC([N+](=O)[O-])C(c2ccccc2Cl)N1 (stereo not given),2.1,0.7,-3.0,0.3,-3.9,-3.1,2.7,x,0.2
O=C(CSc1nc(Cc2ccccc2)nc2ccccc12)c1ccc2c(c1)OCCO2,8.7,1.0,-6.4,-0.2,-1.0,-4.1,-0.3,-0.3,-1.4
c1ccc2c(N3CCCCCC3)nc(-c3ccncc3)nc2c1,-2.7,0.0,5.4,31.1,0.4,-5.6,4.4,x,2.8
O=C(CSc1ncccn1)NC1CCS(=O)(=O)C1 (stereo not given),-4.3,-3.6,1.5,8.7,u,-0.5,-2.3,0.7,0.4
O/C(=C\c1ccc2ccccc2n1)c1ccncc1,-6.5,0.3,13.3,-1.9,-12.3,-1.2,-8.5,1.5,1.5
O=C(CSc1ccc(-c2cccnc2)nn1)Nc1ccccc1,3.7,-0.6,-5.7,-8.6,-7.4,-4.9,-1.6,1.4,2.9
Cn1c(=O)[nH]c(=O)c2c1nc([N+](=O)[O-])n2Cc1ccccc1,6.0,-0.7,-3.0,-18.0,-1.8,-0.2,-0.4,0.0,1.1
Cc1cc2nc(-c3cccc(Br)c3)c(CC(C)(C)C)n2c(C)c1Br,1.7,-0.5,14.1,x,-3.8,-1.4,-8.2,-0.1,x
COc1cccc(CNc2ccc(F)c(Cl)c2)c1OC,7.3,-1.3,-10.4,9.7,-9.3,-1.2,-6.3,1.3,4.1
CN(CC#CCC(c1ccccc1)c1ccccc1)C(C)(C)C,-2.2,9.8,-5.6,16.1,14.7,-4.4,-14.6,x,-2.1
O=C(N/N=C/C=C/c1ccccc1)c1ccccn1,-9.5,-0.6,12.0,4.8,-2.4,-2.4,2.1,1.3,0.2
[N-]=[N+]=NC[C@H](Cc1ccccc1)N1CC[C@@H](O)CCC1=O,1.1,-1.2,3.4,-1.4,-5.7,-4.7,3.6,1.8,11.0
Cc1ccc(S(=O)(=O)CCC(=O)NCc2ccco2)cc1,6.6,0.7,3.8,0.6,u,-3.1,-0.4,x,-1.3
O=C(NNC(=O)C(O)(c1ccccc1)c1ccccc1)C1CC1,-5.1,-0.7,-6.6,0.9,0.7,-0.1,-6.0,0.1,-0.1
C/C(CC(=O)NCc1ccco1)=N\NC(=O)Cc1cccc2ccccc12,-1.1,-0.8,-2.2,3.5,1.0,-0.3,0.8,x,0.9
O=C(NC1CCCCC1)NC1CCN(C(=S)NCc2ccco2)CC1,-5.4,-1.2,7.4,-0.9,-6.1,-1.4,2.4,x,-0.3
COc1ccc(-c2cc(N3C(=O)Nc4ccccc4N3O)n[nH]2)c(OC)c1,6.4,-0.1,-3.8,7.6,-4.6,-3.4,-0.8,-0.8,0.1
Cc1cc(NC(=O)c2c(F)cccc2F)n(-c2nc3ccccc3[nH]2)n1,11.7,-2.6,-5.5,-5.1,-5.2,-2.1,-3.4,x,-2.7
CC(CCc1ccccc1)NC(=O)c1cncc(Br)c1 (stereo not given),-4.4,-0.5,-7.2,0.0,-9.6,-0.4,6.9,1.0,2.9
COc1cc2nc(N(CCCN(C)C)C(=O)c3ccc(S(=O)(=O)N4CCc5ccccc54)cc3)sc2cc1OC,-9.3,2.9,0.6,-7.3,3.5,-3.9,1.7,-0.2,-0.7
COc1cc(NC(=S)N2CCc3ccccc3C2)cc(OC)c1,-0.8,-0.6,0.3,-7.0,-3.5,-1.3,1.8,-0.2,-0.7
O=C(COC(=O)/C=C/c1ccc(F)cc1)Nc1nnc(-c2ccccc2)o1,-0.7,-0.4,-3.6,-1.0,7.0,-12.6,-6.3,-1.8,-0.1
O=C(c1cc(-c2ccc(F)cc2)nc2ccccc12)N1CCN(C2CCS(=O)(=O)C2)CC1 (stereo not given),0.5,0.4,-1.2,3.4,-0.7,-2.4,-2.3,1.4,0.6
COc1ccccc1/C=C/C(=O)OCC(=O)N1c2ccccc2CC1C (stereo not given),-9.4,3.1,-8.1,37.4,1.5,0.6,-5.0,1.0,0.6
Cc1csc(-c2cccnc2)n1,-2.8,0.4,-9.2,4.7,1.0,-0.3,-0.1,x,0.0
Cc1ccnc(N2C(=O)c3cccc4c([N+](=O)[O-])ccc(c34)C2=O)c1,-32.6,1.2,9.1,3.9,6.5,-3.9,1.6,0.2,5.0
CCn1ccnc1CNC(=O)CC1C(=O)NCCN1Cc1ccc(F)cc1Cl (stereo not given),-3.0,1.1,11.4,6.8,2.4,-2.1,-2.1,0.3,-1.7
Cc1cccn2c(=O)c3cc(C(=O)NC4CCCC4)c(=N)n(Cc4ccc(F)cc4)c3nc12,-6.9,5.6,-43.1,6.7,16.5,-0.4,-0.1,1.3,0.2
CCCSc1cc(NCCOC(C)=O)c([N+](=O)[O-])c2nonc12,-16.6,0.1,-5.3,10.6,-4.9,-0.1,-1.2,x,2.1
O=C(O)c1ccc(CSc2nnc(-c3ccncc3)n2CC2CCCO2)cc1 (stereo not given),0.4,0.5,-8.6,2.3,4.0,-2.5,-6.4,x,-0.6
CN(CCCNC(=O)C1CCC(=O)N1Cc1ccc(F)cc1)c1ccccc1 (stereo not given),3.7,12.6,-8.5,0.8,11.1,-0.9,21.5,-0.4,-0.5

Some of the entries so far, with each value named:
COc1ccccc1/C=C/C(=O)OCC(=O)N1c2ccccc2CC1C (stereo not given)
- PrPC surface inh: -9.4
- BoNT-A LC inh2: 3.1
- CCHF vOTU inh: -8.1
- Y pestis TopoI: 37.4
- BoNT F protease: 1.5
- FadD28 FP inh: 0.6
- Anthrax LF prot: -5.0
- TcdB GH inh: 1.0
- PfHsp40 rescue: 0.6
Cc1csc(-c2cccnc2)n1
- PrPC surface inh: -2.8
- BoNT-A LC inh2: 0.4
- CCHF vOTU inh: -9.2
- Y pestis TopoI: 4.7
- BoNT F protease: 1.0
- FadD28 FP inh: -0.3
- Anthrax LF prot: -0.1
- TcdB GH inh: x
- PfHsp40 rescue: 0.0
Cc1ccnc(N2C(=O)c3cccc4c([N+](=O)[O-])ccc(c34)C2=O)c1
- PrPC surface inh: -32.6
- BoNT-A LC inh2: 1.2
- CCHF vOTU inh: 9.1
- Y pestis TopoI: 3.9
- BoNT F protease: 6.5
- FadD28 FP inh: -3.9
- Anthrax LF prot: 1.6
- TcdB GH inh: 0.2
- PfHsp40 rescue: 5.0

The list continues:
molecule,PrPC surface inh,BoNT-A LC inh2,CCHF vOTU inh,Y pestis TopoI,BoNT F protease,FadD28 FP inh,Anthrax LF prot,TcdB GH inh,PfHsp40 rescue
CCCc1c(C(=O)N/N=C/c2ccccc2C(F)(F)F)nnn1-c1nonc1N,0.5,0.7,-6.0,-10.5,-0.2,-2.5,-3.9,0.3,-0.1
CC(C)c1nc(Cl)c(C#N)c2c1CSC(C)(C)C2,6.0,-0.2,12.0,7.8,-6.5,-1.2,-1.9,1.2,1.7
O=C(CC(=O)c1ccccc1)Nc1ccc([N+](=O)[O-])cc1,0.4,0.1,1.6,-2.8,-2.2,-7.4,-9.7,0.7,0.0
N/C(CC(=O)Nc1ccc(F)c(Cl)c1)=N\OC(=O)c1cccs1,9.6,0.3,-13.0,-2.5,-5.5,-2.3,-11.2,-0.9,-1.7
CCOC(=O)c1cn(C2CC2)c2c(F)c(NCCCN(C)C)c(F)cc2c1=O,-5.7,-0.4,-21.2,-2.5,-6.6,-0.7,-2.0,1.3,-0.7
Cc1onc(-c2ccccc2Cl)c1C(=O)Nc1cc(=O)n(C)c(=O)n1C,-1.2,1.0,13.7,-2.4,10.2,-1.2,3.6,x,-1.5
COc1ccccc1N1CCN(Cc2ccc(F)cc2)CC1,-4.4,-0.4,0.4,-7.3,-3.7,-0.9,-1.2,x,-0.1
CN1CCN(C(=O)CCS(=O)(=O)c2cc3c(cc2Cl)NC(=O)CO3)CC1,-0.3,-0.4,6.0,1.9,1.8,-2.1,-2.8,-0.4,0.0
CCOC(=O)/C=C1\NC(C)(C)Cc2cc(OC)c(OC)cc21,5.8,-0.2,-6.4,6.2,0.3,1.3,-8.5,x,-0.4
Cc1ccc(C(=O)Nc2ccc(OCc3ccccc3)cc2)cc1[N+](=O)[O-],14.9,0.2,-1.6,1.9,-0.7,-0.5,-2.6,x,0.0
O=C(Cc1cccs1)NNC(=O)C12CC3CC(CC(C3)C1)C2,2.3,0.1,-6.8,18.3,0.0,1.6,-6.9,0.9,-0.1
O=Cc1c(Cl)cccc1Cl,5.7,-0.1,-1.6,-5.7,-5.0,-3.4,2.3,0.3,-1.5
CCCc1ccc(S(=O)(=O)N/N=C(/C)c2ccc3c(c2)OCO3)cc1,4.2,1.8,6.1,12.3,-4.4,-0.3,-1.1,-0.1,0.5
CCCn1c(SCC(=O)N2CCCC(C)C2)nnc1-c1cccnc1 (stereo not given),-0.7,-2.4,-1.3,3.2,-6.5,-2.9,-1.2,1.3,0.9
CCCCC(=O)Nc1nnc(S(=O)(=O)N(CC)c2ccccc2)s1,-0.6,-1.3,3.0,-3.3,-4.0,0.7,1.1,1.3,-1.6
CCOC(=O)C1=C[C@@H](c2ccccc2)N(S(=O)(=O)c2ccc(C)cc2)[C@H]1c1ccc(OC)cc1,4.1,0.0,5.8,x,11.8,-0.8,-7.8,1.0,x
O=C(COc1ccc(-c2nnco2)cc1)N1CCN(S(=O)(=O)c2ccccc2)CC1,0.5,-0.4,-4.5,5.7,2.6,-4.4,0.7,x,-0.6
Cc1ccc(Oc2nc3ccccc3n3c(C)nnc23)cc1,5.3,0.2,-9.3,35.0,-3.6,1.3,-4.8,x,0.2
Cc1ccc(-n2c(=O)[nH]c3cc(C(=O)NC4CCN(Cc5ccccc5)CC4)ccc3c2=O)cc1,5.1,-0.8,8.1,-4.1,-1.1,-2.7,-1.3,x,-0.9
C/C(=N\NC(=S)NCc1ccccc1)c1ccc(C)o1,2.9,-1.0,16.8,1.4,-4.6,-0.5,-2.0,-0.8,0.2
c1csc(-c2noc(CN3CCOCC3)n2)c1,-6.7,u,-13.8,-2.4,u,-2.5,-5.5,0.8,0.6
CCOC(=O)C1CCCN(c2c(N3CCN(C4CCCCC4)CC3)c(=O)c2=O)C1 (stereo not given),0.4,-0.7,12.5,10.6,1.5,0.3,-8.8,0.9,-0.7
Cc1cc(C2(O)C(=O)Nc3ccccc32)ccc1F (stereo not given),1.3,-5.4,3.9,-5.1,-24.0,-0.1,19.9,0.3,-1.9
CC1=NN(c2ccc(Cl)cc2)C(=O)C1C(c1ccccc1O)c1c(C)[nH]n(-c2ccc(Cl)cc2)c1=O (stereo not given),x,0.2,x,-0.4,-2.0,1.1,-0.8,x,-1.5

Compounds were not picked by outcome; 2.3% or so of the library scored in one or more.
